# Tau filament bind – binds recombinant human tau filaments. recombinant tau filaments, thioflavin S fluorescence, 15 h; filaments grown with octadecylsulfate alongside compound. P10636. Potency, µM (series often up to 57.1 µM), for the others: at the highest dose activity change, negative = inhibition. 71,000 compounds, 2% hits;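 also: potency is read from the fitted curve at half-maximal effect; % is scaled to controls: 0 for no effect and ±100 for the full control effect; actives lower thioflavin S fluorescence by blocking filaments or displacing dye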
#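 His-tagged recombinant human tau (exons 2, 3 and 10 included), 1 uM, was induced to fibrillize by 30 uM sodium octadecylsulfate with compound present. After 15 h at 37 C, thioflavine S fluorescence (ex 450, em 510 nm) was read.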
# DNA Pol III inh – inhibitors of bacterial DNA polymerase III holoenzyme | reconstituted DNA polymerase III holoenzyme replication, biochemical | Potency, µM (titrated, usually from 57.1 µM), for the others: at the highest dose activity change, negative = inhibition | 71,000 compounds, 0.25% hits | AID 603; also: potency is read from the fitted curve at half-maximal effect; % is scaled to controls: 0 for no effect and ±100 for the full control effect
#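 Reconstituted *E. coli* holoenzyme (0.35 nM Pol III, 1 nM beta, 154 nM SSB, 2 nM primase) was preincubated with compound for 15 min at RT. Synthesis on 1.4 nM ssM13Gori ran 35 min, then was stopped with PicoGreen/EDTA and read as dsDNA fluorescence.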
# Luciferase inh – inhibitors of firefly luciferase; Potency, µM (titrated, usually from 57.1 µM), inactives show at the top dose activity change, negative = inhibition, actives largely listed as inhibitors; purified firefly luciferase, luminescence, 8 min; 72,000 compounds, 2.2% hits; P08659; AID 411; also: potency is read from the fitted curve at half-maximal effect; % is scaled to controls: 0 for no effect and ±100 for the full control effect; nearly all actives have a fitted effect of over 40% in size
#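 Here, luciferase activity is measured as luminescence following an 8 min room-temperature reaction at 10 uM ATP, pH 7.2. Every library sample is titrated.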
# HADH2 inhib – inhibitors of human HADH2 dehydrogenase | Potency, µM (top dose mostly 57.1 µM), inactives show top-dose activity change, negative = inhibition, most hits filed as inhibitors | 73,000 compounds, 3.4% hits | AID 886 | recombinant HADH2, NADH fluorescence, beta-hydroxybutyryl-CoA; also: potency is read from the fitted curve at half-maximal effect; % is scaled to controls: 0 for no effect and ±100 for the full control effect; nearly all actives have a fitted effect of over 60% in size; many of its hits are not listed in these tables
# Target sequence (Q99714 whole entry, looked up, one chain of several): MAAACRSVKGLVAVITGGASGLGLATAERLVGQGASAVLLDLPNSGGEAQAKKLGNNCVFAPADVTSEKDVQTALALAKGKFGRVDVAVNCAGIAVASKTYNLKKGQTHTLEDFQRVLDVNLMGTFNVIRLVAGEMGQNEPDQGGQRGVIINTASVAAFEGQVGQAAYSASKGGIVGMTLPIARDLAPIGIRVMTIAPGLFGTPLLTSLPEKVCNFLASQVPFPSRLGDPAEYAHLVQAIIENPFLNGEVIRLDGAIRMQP
#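 E. coli-expressed His-tagged HADH2 tested at 20 nM in alkaline Tris buffer (pH 9.0); oxidation of 90 uM beta-hydroxybutyryl-CoA with 1 mM NAD+ tracked fluorimetrically for 4 min.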
# HBB splicing – alters splicing of the hemoglobin beta chain; HBB splicing reporter cell assay, activation; EGFP reporter with mutant IVS2-654 intron; response scale: normalised to 500 nM splice-correcting PNA; Potency, µM (highest dose often 46.1 µM), without a hit: top-dose activation, actives largely listed as activators; 65,000 compounds, 0.06% hits; also: potency is read from the fitted curve at half-maximal effect; 0% is about no effect
#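 HeLa cells stably expressing EGFP interrupted by mutant beta-globin intron 2 (IVS2-654), 500/well in 2% FCS. Treated with compound for 2 days at 37C. Splicing correction scored as total well GFP intensity (488 nm excitation, 500-520 nm emission); 500 nM antisense PNA served as control.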
# CRE Fsk mod – CRE-bla signaling modulation under forskolin stimulation; 71,000 compounds, 2.5% hits; CHO CRE-bla reporter (cAMP response element driving beta-lactamase), forskolin EC10, beta-lactamase ratio; Potency, µM (series often up to 38.2 µM), for inactives: at the highest dose activity change, negative = inhibition, actives largely listed as activators; active = well fitted activation curve with a large enough effect in the signal ratio, with a control signal flat, not every such curve was filed as active; inconclusive = small, poorly fitted or top-dose-only effect, or effect the other way, or a change in a side signal; the % refers to the signal ratio; also: potency is read from the fitted curve at half-maximal effect; % of control where 0% means no effect
#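 CHO CRE-bla cells, overnight plating in Opti-MEM with 0.5% dialyzed FBS; cpd titration + EC10 NKH 477, 3 h 37 °C; CCF4 2 h RT; ex 405/em 460 vs 530 ratio → %Activity, AC50.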
# 15-hLO inh – inhibitors of human 15-lipoxygenase (ALOX15) | P16050 | purified 15hLO-1, xylenol orange hydroperoxide absorbance | Potency, µM (titrated, usually from 57.1 µM), without a hit: at the top dose activity change, negative = inhibition, hits mostly inhibitors | 74,000 compounds, 1.4% hits | AID 887; also: potency is read from the fitted curve at half-maximal effect; % is scaled to controls: 0 for no effect and ±100 for the full control effect; nearly all actives have a fitted effect of over 55% in size
# Target sequence (P16050 whole entry, looked up): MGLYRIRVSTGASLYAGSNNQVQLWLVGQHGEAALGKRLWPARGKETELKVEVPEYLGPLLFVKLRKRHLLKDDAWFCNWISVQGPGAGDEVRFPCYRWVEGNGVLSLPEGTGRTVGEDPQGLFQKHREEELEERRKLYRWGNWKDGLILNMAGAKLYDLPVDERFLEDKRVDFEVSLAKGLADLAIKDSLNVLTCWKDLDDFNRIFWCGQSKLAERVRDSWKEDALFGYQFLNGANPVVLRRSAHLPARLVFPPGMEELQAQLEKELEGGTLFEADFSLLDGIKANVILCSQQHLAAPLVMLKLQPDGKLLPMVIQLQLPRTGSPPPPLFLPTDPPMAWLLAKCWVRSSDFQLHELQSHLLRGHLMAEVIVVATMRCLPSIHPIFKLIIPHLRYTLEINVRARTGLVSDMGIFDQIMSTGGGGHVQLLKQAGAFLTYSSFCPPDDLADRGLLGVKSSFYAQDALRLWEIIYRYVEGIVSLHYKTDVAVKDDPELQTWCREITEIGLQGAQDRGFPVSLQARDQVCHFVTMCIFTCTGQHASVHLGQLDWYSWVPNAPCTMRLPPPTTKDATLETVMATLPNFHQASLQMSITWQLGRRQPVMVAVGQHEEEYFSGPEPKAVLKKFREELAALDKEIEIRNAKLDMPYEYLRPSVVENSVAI
#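 Purified human 15hLO-1 (40 nM) in 25 mM Hepes pH 7.5, 0.01% Triton X-100, preincubated 15 min RT with compound, then 50 uM arachidonic acid for 6 min. Hydroperoxide read by ferrous/xylenol orange, 30 min; 573/405 nm absorbance ratio gave progress.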
# Rhodamine fluor – rhodamine region autofluorescence. Rhodamine-region fluorescence, 547/598 nm, Tris buffer; stronger effect = higher value. max dye-equivalent concentration, M. 59,000 compounds, 0.05% hits. AID 594; in the data active = max dye-equivalent concentration above about 11 nM; inconclusive = between about 1.1 nM and that limit
#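 qHTS spectral profiling of compounds without any target or enzyme present, in pH 8.0 Tris buffer; plates were read after a 15-minute room-temperature incubation using the rhodamine-region filter set.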
# Hsp90 Hop PPI – changes Hsp90-Hop TPR2A binding signal, up or down; AlphaScreen TPR2A-His6 binding biotin-Hsp90 C-terminal peptide; Potency, µM (doses to about 57 µM), for inactives: at the top dose activity change, negative = inhibition; 71,000 compounds, 0.44% hits; AID 595; active = well fitted curve in either direction with a large enough effect; inconclusive = small, poorly fitted or top-dose-only effect, or another doubt; also: potency is read from the fitted curve at half-maximal effect; % is scaled to controls: 0 for no effect and ±100 for the full control effect; many of its hits are not listed in these tables
# ERK AVP block – inhibitors of vasopressin-stimulated ERK signaling pathway. HEK293-V1b, vasopressin-stimulated pERK AlphaScreen. Potency, µM (titrated, usually from 57.5 µM), inactives show at the top dose activity, negative = inhibition, most hits filed as inhibitors. 72,000 compounds, 0.99% hits. AID 995; also: potency is read from the fitted curve at half-maximal effect; % is scaled to controls: 0 for no effect and ±100 for the full control effect; nearly all actives have a fitted effect of over 55% in size
#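 HEK293 cells stably expressing V1b receptor, preincubated 30 min at 37 °C with compound, then stimulated 5 min with 25 nM vasopressin. Phospho-ERK by AlphaScreen SureFire after 5 h RT; normalized to DMSO and vasopressin; AC50 by Hill fit.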
# TexasRed autofl – compound fluoresces in the Texas Red spectral region | Compound fluorescence, Texas Red channel, 547/618 nm; stronger effect = higher value | max dye-equivalent concentration, M | 59,000 compounds, 0.06% hits | AID 587; in the data active = max dye-equivalent concentration above about 10 nM; inconclusive = between about 1.1 nM and that limit
#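 Spectral interference profiling: each compound concentration's relative fluorescence, read with a 547 nm excitation and 618 nm emission filter pair, was normalized to a per-plate Texas Red standard curve.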
# An asterisk follows results filed as active; i = inactive; ? = inconclusive; / = not tested or not shown; [ ] = another dose, or the depositor's remark. Unless noted, calls follow the shape of the dose curve; as a rule, active = well fitted curve in the direction sought with a large enough effect; inconclusive = small, poorly fitted or top-dose-only effect, or another doubt; inactive = no such curve, though single readings can be large; an effect the other way counts as inactive or inconclusive. These rows are one share of the data, so the mix of outcomes need not match the whole.
SMILES,Tau filament bind,DNA Pol III inh,Luciferase inh,HADH2 inhib,HBB splicing,CRE Fsk mod,15-hLO inh,Rhodamine fluor,Hsp90 Hop PPI,ERK AVP block,TexasRed autofl
COCCCNc1nc2c([nH]1)c(=O)[nH]c(=O)n2C,-6%,-4%,2%,-11%,/,1%,-10%,i,2%,-19%,i
Cc1c(Cl)cccc1NC(=O)CSc1nnc(C)n1-c1ccccc1,-5%,-4%,3%,7%,-0.7%,-4%,1%,i,0%,9%,i
O=C(O)c1cc(S(=O)(=O)NCC2CCCO2)ccc1Cl (stereo not given),-8%,3%,2%,-10%,0.0%[57.5 µM],2%,-22%,i,0%,3%,i
CCS(=O)(=O)N1CCN(C(=O)c2cc(OC)cc(OC)c2)CC1,8%,-4%,1%,3%,0.1%,?,5%,i,-1%,-3%,?
CCc1nnc(NC(=O)Cc2ccc(OCc3c(C)noc3C)cc2)s1,-2%,-6%,1%,3%,-1.9%,-11%,10%,i,-5%,32%[activator],i
CC(=O)N1c2c(cc(Br)cc2S(=O)(=O)N2CCN(c3ccccn3)CC2)CC1C (stereo not given),4%,-3%,2%,1%,-0.8%,2%,-10%,i,-1%,?,i
CCOC(=O)N1CCN(CCC(=O)Nc2cccc(Br)c2)CC1,6%,-4%,3%,-3%,/,-3%,5%,i,-5%,-8%,?
CCOC(=O)c1ccc(NC(=O)COC)cc1,-13%,-9%,0%,-10%,0.2%,-9%,3%,i,0%,-4%,i
O=c1c2c3c(sc2n(CCN2CCOCC2)c(=O)n1Cc1ccco1)CCCCC3,20%,-7%,2%,-1%,-0.2%[57.5 µM],?,-7%,i,-5%,-26%,i
CSc1nc2cc(Cl)ccc2s1,7%,-2%,1%,4%,1.5%,1%,1%,i,0%,28%,?
CC(C)NC(=O)N1CC2(CCN(C(=O)c3cc(C(F)(F)F)cc(C(F)(F)F)c3)CC2)C1,4%,-6%,0%[11.4 µM],-1%,2.0%,-7%,18%,i,-12%,13%,i
COCC(=O)N1CCC2(CCCN(C(c3ccccc3)c3ccccc3)C2)CC1,-6%,0%,-1%[11.4 µM],-11%,2.4%,-4%,-10%,i,-4%,?,i
COCCCNC(=O)CCn1c(=O)c2ccccc2n(CC(=O)Nc2c(C)cccc2C)c1=O,1%,-5%,3%,4%,5.1%,6%,7%,i,-1%,1%,i
CCCCSc1nnc([C@@H](NC(=O)OC(C)(C)C)C(C)C)o1,-9%,2%,2%,18%,-0.3%[57.5 µM],2%,2%,i,3%,19%,i
Cc1ccc(NC(=O)CSc2n[nH]c(-c3ccncc3)n2)cc1,-1%,2%,-1%,2%,/,1%,9%,i,-1%,14%,i
O=C(CSc1nn(-c2ccc(F)cc2)c(=S)s1)N1CCN(C(=O)c2ccco2)CC1,12%,-4%,-1%,4%,-0.8%[57.5 µM],-4%,-13%,i,-3%,-4%,?
CN(c1nc2ccccc2n2c(-c3ccco3)nnc12)S(=O)(=O)c1ccccc1,-13%,-4%,2%,?,2.6%,?,10%,i,?,0%,i
CCN1C2=NCCCN2c2cc(C)c(C)cc21,52%,-8%,0%,20%,-0.3%,3%,9%,i,-2%,-6%,i
C=CCN(CC=C)C(=O)C1CCC(C(=O)N(CC=C)CC=C)CC1 (stereo not given),0%,-6%,2%,0%,1.5%,2%,6%,i,-5%,3%,i
O=C1CCCc2nc(N3CCN(c4ccccc4)CC3)ncc21,-8%,0%,2%,16%,1.8%[57.5 µM],-6%,-8%,i,?,26%,i
CCc1cc2ccccc2nc1SCC(=O)Nc1cc(C)on1,48%,-4%,0%,8%,/,14%,-2%,i,1%,-10%,i
Cc1ccc(C(C)C)c(OCc2nnc3n2CCCCC3)c1,10%,-1%,0%,2%,0.0%[57.5 µM],?,17%,i,-1%,?,i
CCN1CCCC1CNC(=O)C(NC(=O)C1CCC(C)CC1)C(C)C (stereo not given),-16%,-3%,1%,16%,4.7%[0.369 µM],?,-11%,i,-2%,-22%,i
CC1CCN(C(=O)CSc2nnc(CNC(=O)c3ccco3)o2)CC1,-1%,-5%,0%,7%,-1.3%,-5%,-6%,i,-1%,-11%,i
CCN(CC)C(=O)CSc1nc2ccccc2c(=O)n1-c1ccccc1OC,3%,0%,1%,5%,-0.1%,?,-11%,i,-1%,3%,?
CN(C(=O)c1cccnc1)c1nnc(-c2ccccn2)s1,-2%,-6%,-13%,/,/,10%,7%,i,-8%,-8%,i
COc1ccccc1-c1cc(C(=O)NCCN2CCOCC2)no1,10%,-2%,-4%,11%,-1.6%,7%,-2%,i,-4%,1%,i
COCC(=O)N(C)c1nnc(-c2ccccn2)s1,-14%,-4%,-2%,/,/,-1%,7%,i,-23%,-3%,?
Cc1c(-c2nc(N)nc(C3CC3)c2C)nc(N)nc1C1CC1,-9%[11.4 µM],-11%[11.4 µM],2%[11.4 µM],12%[11.4 µM],1.3%[9.22 µM],5%[7.6 µM],7%[11.4 µM],i,-1%[11 µM],-12%[11.5 µM],i
CC1(C)O[C@@H]2O[C@H]([C@@H]3COC(C)(C)O3)[C@H](N)[C@H]2O1,6%[11.4 µM],-9%[11.4 µM],2%[11.4 µM],-15%[11.4 µM],0.8%[9.22 µM],6%[7.6 µM],4%[11.4 µM],i,-2%[11 µM],-14%[11.5 µM],i

# 3 entries out of the list, arranged by count of non-hydrogen atoms, falling.
SMILES,Tau filament bind,DNA Pol III inh,Luciferase inh,HADH2 inhib,HBB splicing,CRE Fsk mod,15-hLO inh,Rhodamine fluor,Hsp90 Hop PPI,ERK AVP block,TexasRed autofl
CCN(CC)C(=O)CSc1nc2ccccc2c(=O)n1-c1ccccc1OC,3%,0%,1%,5%,-0.1%,?,-11%,i,-1%,3%,?
O=C1CCCc2nc(N3CCN(c4ccccc4)CC3)ncc21,-8%,0%,2%,16%,1.8%[57.5 µM],-6%,-8%,i,?,26%,i
Cc1ccc(C(C)C)c(OCc2nnc3n2CCCCC3)c1,10%,-1%,0%,2%,0.0%[57.5 µM],?,17%,i,-1%,?,i

# Next results follow:
SMILES,Tau filament bind,DNA Pol III inh,Luciferase inh,HADH2 inhib,HBB splicing,CRE Fsk mod,15-hLO inh,Rhodamine fluor,Hsp90 Hop PPI,ERK AVP block,TexasRed autofl
O=C(CCN1C(=O)COc2ccccc21)NCc1cccs1,-6%,0%,1%,-4%,2.6%[57.5 µM],-1%,-2%,i,-2%,-14%,i
COc1cccc(N(CC(=O)O)S(=O)(=O)c2ccccc2)c1,1%,-4%,3%,-1%,-1.9%,-7%,5%,i,1%,17%,i
CCOC(=O)CCN1C(=O)[C@H]2[C@H]3[C@H](O)[C@H](O)C/C(=N/OCc4ccccc4)[C@@H]3CC[C@@H]2C1=O,/,/,-1%[11.4 µM],3%[11.4 µM],-0.4%[9.22 µM],/,1%[11.4 µM],/,/,9%[11.5 µM],/
O=C1CSC(=NC2CCCCC2)N1,-13%,-2%,1%,-23%,/,-10%,3%,i,1%,14%,?
COCCNS(=O)(=O)c1ccc(OCC(=O)OC)c(Cl)c1,7%,-6%,3%,19%,-1.8%,-3%,-8%,i,0%,-6%,i
Cc1cc(NC(=O)C2CCCCC2C(=O)O)no1 (stereo not given),-14%,-1%,5%,3%,-1.2%,?,5%,i,-3%,0%,i
O=C1OCCC1Sc1nc2cc(Cl)ccc2s1 (stereo not given),-1%,-2%,0%,-1%,-0.6%,2%,-2%,i,2%,-19%,i
O=C(CSc1nnc(Cn2c(=O)sc3ccccc32)n1-c1ccccc1)NCC1CCCO1 (stereo not given),0%,6%,-2%,1%,0.0%,-5%,5%,/,-11%,-12%,/
Nc1ccccc1C#CCCCCO,-15%,2%,/,-21%,3.1%,-10%,/,/,-11%,-2%,/
Cc1cscn1,13%,-9%,/,2%,0.1%,-12%,0%,/,-1%,-4%,/
CCc1c(C)n([O-])c2c([n+]1=O)CCCCC2,-7%,2%,2%,0%,0.6%[9.22 µM],-1%,5%,/,0%,7%,/
CN1C(=O)N(C)C2C1N(CN1CCCCC1)C(=O)N2CN1CCCCC1 (stereo not given),-1%,-2%,-4%,3%,0.1%[0.369 µM],-5%,10%,i,-2%,-25%,i
Cc1ccc(SCCC(=O)NCC2CCCO2)cc1 (stereo not given),-7%,-6%,-1%,8%,-1.8%,-7%,-1%,i,-4%,-4%,i
